High-throughput results deposited in PubChem by several laboratories.
sdo1 growth: growth rescue of sdo1-depleted yeast, primary screen, S. cerevisiae, bone marrow failure model; S. cerevisiae sdo1-depleted JHY4D growth rescue, OD600 30 h; stronger effect = higher value; pdr5 snq2 efflux-pump mutant strain; z-score at 10 µM; 140,000 tested, 0.21% active; AID 817, 2007;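 active = z-score above 3 at both the 24 hr and the 30 hr optical density reads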;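 also: z-score against mean and SD of all compound wells on the same plate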
Insulin prom inh: inhibitors of insulin promoter-driven GFP, primary screen, imaging, TRM-6 cells (human fetal islet line), eGFP reporter, cell count; reporter expression induced with tamoxifen; inhibition, % at 2 µM; 130,000 tested, 0.9% active;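 active = inhibition above the mean plus 3 SD, with well images judged a real hit on visual review, cut at about 60% in these data, passing the limit was not always enough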
sdo1 growth Rescue 24 h: recorded beside sdo1 growth, whose call it bears; z-score; S. cerevisiae sdo1-depleted JHY4D growth rescue, OD600; measured here: growth rescue at 24 h;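 0 is the plate mean of compound wells and units are plate SD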
* hit, by the source's call; i = inactive; . = not tested or not shown. Rows were taken by chance; any-hit rate near 0.94%.

SMILES	sdo1 growth	sdo1 growth Rescue 24 h	Insulin prom inh
O=C(NCCN1CCOCC1)c1cc2sccc2n1Cc1ccc(F)cc1	-0.47	-0.54	-16
O=C(CN1CCCCC1)Nc1ccc(Br)cc1[N+](=O)[O-]	.	.	53
Cc1ccccc1OCC(=O)Nc1ccc2c(c1)OCO2	0.53	0.47	.
O=[N+]([O-])c1ccc(O)c(/C=N/NC2=NS(=O)(=O)c3ccccc32)c1	.	.	-67
Cc1noc(C)c1S(=O)(=O)N1CCC(C(=O)N2CCN(c3ccc(F)cc3)CC2)CC1	0.27	-0.03	39
O=C(NCc1cccs1)c1ccc(N2CCCC2=O)cc1	-0.18	-0.89	-17
COCCN(C(=S)Nc1cccc(OC)c1)C(C)c1cccs1 (stereo not given)	0.36	0.53	-26
Cc1ccc(-n2nnnc2SC(C)C(=O)Nc2ccc(Cl)cn2)cc1 (stereo not given)	-1.3	0.32	31
O=C(NCc1ccco1)c1sc2cc(Cl)ccc2c1Cl	-1.3	-2	29
CCOC(=O)C1(C(C)(C)CC)CC(CSc2nc3ccccc3[nH]2)OC1=O (stereo not given)	-1.8	-1.2	-59
Cc1c(NC(=O)C(C)OC(=O)c2c3c(nc4ccccc24)CCC3)c(=O)n(-c2ccccc2)n1C (stereo not given)	1	1.4	.
CCOc1cc(CNn2cnnc2)cc(Br)c1OCC(=O)NC1CCCCC1	1.5	1.6	45
N#Cc1ccc(COc2ccc(CCO)cc2-n2nc3ccccc3n2)cc1	-1.8	-1.4	.
CC[C@@H](NS(=O)(=O)c1ccc(C)cc1)C(=O)Oc1ccc2c3c(c(=O)oc2c1)CCC3	0.85	0.44	-6
O=S(=O)(NC1CCCCC1NS(=O)(=O)c1ccc(F)cc1)c1ccc(F)cc1 (stereo not given)	-0.65	-1.2	i
O=C(O)CCCNC(=O)c1ccccn1	-0.38	-0.36	-64
O=C(c1ccc(COc2c(F)c(F)c(F)c(F)c2F)o1)N1CCOCC1	-0.03	-0.48	-31
COc1ccccc1CN1C2CCCC1CC(NC(=O)/C=C/c1ccccc1)C2 (stereo not given)	.	.	-15
Cc1nc2c(ccc3c([N+](=O)[O-])cccc32)c(C)c1C	.	.	14
Cc1ccc(C)c(S(=O)(=O)Nc2nc(C)c(C(=O)Nc3ccccc3)s2)c1	0.54	0.35	-31
Clc1ccc2oc(-c3ccccc3)nc2c1	-1.1	-1.2	14
Cc1cc(C(=O)N2CCc3ccccc32)n(-c2ccccc2)n1	0.43	-0.24	0
CCOc1ccc(Oc2nc(NCC(C)C)nc(N(C)C)n2)nn1	1.2	1.6	40
Nc1ncc(-c2nnnn2-c2ccc(Cl)cc2)c(-c2ccc(Cl)cc2)n1	-0.46	0.5	.
CC(=O)Nc1ccc(S(=O)(=O)NC2(C(F)(F)F)NC(=O)N(C3CCCC3)C2=O)cc1 (stereo not given)	0.18	0.34	41
OC(COCC1COc2ccccc2O1)CN1CCN(c2ccccc2)CC1 (stereo not given)	0.51	0.27	-6
CCOc1ccc(NCC(=O)c2ccc(C)cc2)cc1	.	.	46
CCOC(=O)c1ccn(-c2nc(-c3ccco3)cc(C(F)(F)F)n2)n1	-0.1	-0.3	0
CNC(=O)c1cc2c(=O)n3cc(C)ccc3nc2n(C(C)C)c1=N	0.64	0.18	-27
CNC(=S)Nc1ccccc1-c1ccccc1	-0.54	-0.72	0
C=CCOC(=O)C1=C(C)OC(N)=C(C#N)C1c1ccccc1F (stereo not given)	0.02	0.2	.
O=C(NCc1ccco1)c1cc2ccccc2c(=O)o1	1.4	1.7	79*
CCOC(=O)CC(=O)CSc1nc(C)nc2c1oc1ccccc12	-0.67	-0.34	-15
C/C(=N\Nc1cc(-c2ccccc2)nc(-c2ccc(Br)cc2)n1)c1cccc(N)c1	.	.	-63
CC(=O)Nc1ccc(OCc2nnc(-c3ccc(Cl)cc3)o2)cc1	.	.	45
Cc1onc(-c2ccccc2Cl)c1C(=O)NC(=S)NCCc1ccccc1	-0.43	0.05	-31
O=C(Nc1ccncc1)c1cc2ccccc2o1	-0.96	-0.54	-342
O=C(c1cc2nc(-c3cccs3)cc(C(F)(F)F)n2n1)N1CCCc2ccccc21	-0.47	-0.47	.
Cc1ccc(S(=O)(=O)C2CCCCC2=O)cc1 (stereo not given)	-0.53	-0.73	-94
O=C(c1ccccc1)N1CCC(c2nc(-c3ccc(S(=O)(=O)N4CCOCC4)cc3)no2)CC1	-0.41	-0.92	-14
COC(=O)CSc1nc2c(c(-c3ccc(O)cc3)c1C#N)CCCC2	.	.	-67
CCOc1ccccc1NC(=O)N1C2CCCC1CC(NC(=O)C1CC1)C2 (stereo not given)	0.02	-0.29	55
CNC(=O)C1CCC(=O)N1Cc1ccc(C)cc1 (stereo not given)	-1.2	-1.2	-4
COC(C(=O)Nc1ccc(C(C)=O)cc1)c1ccccc1 (stereo not given)	2.4	1.2	-3
CO/N=C(/CS(=O)Cc1ccc(Cl)cc1)c1ccc(Cl)cc1 (stereo not given)	-1.4	-1.2	.
O=c1c(-c2ccccc2)coc2c(CN3CCOCC3)c(O)ccc12	0.83	0.71	-22
Cc1cc(-c2nnc(SCC(=O)NC3CCCC3)o2)no1	-0.26	-0.5	.
COc1ccc(Br)cc1/C=C/C(=O)NC(=S)Nc1ccc(Cl)c(C(=O)O)c1	.	.	53
CN(C)/C=N/c1c(C#N)cnn1-c1ncnc2sc(-c3ccccc3)cc12	-1.4	-0.81	.
CC(=O)Nc1ccc(S(=O)(=O)N2CCSC2c2ccccc2Cl)cc1 (stereo not given)	-1.6	-1.1	45
O=C(NCCCN1CCOCC1)c1cc(C(=O)C2CC2)c[nH]1	-0.31	-0.27	-34
Nc1ncnc(Sc2ccc(Cl)cc2)c1[N+](=O)[O-]	-0.37	-0.18	50
O=C(O)CSc1cnc2ccccc2n1	0.73	0.03	-6
O=c1[nH]c(N2CCc3ccccc3C2)nc2c1CCCC2	.	.	14
CC1CN(c2cc3nccnc3cc2F)CC(C)O1 (stereo not given)	0.77	0.49	49
Cc1ccc(C2CC(=O)c3cnc(N4CCc5ccccc5C4)nc3C2)cc1 (stereo not given)	-0.75	-0.32	-46
Cc1cc(=O)[nH]c(SCC(=O)Nc2ccc(Br)cc2)c1C#N	0.36	-0.58	7
CC(C)N=Cc1c(O)[nH]c2ccccc12	1.8	1.2	-47
COC(=O)c1[nH]c2ccc(C)cc2c1NC(=O)CN1CCCc2ccccc21	-2.1	-1.6	-166
Cc1ccc(OCC(=O)N/N=C/c2ccccc2)c([N+](=O)[O-])c1	.	.	62
(next part)
SMILES	sdo1 growth	sdo1 growth Rescue 24 h	Insulin prom inh
CC(/C=C1\SC(=S)N(C(C(=O)O)C(C)C)C1=O)=C\c1ccccc1 (stereo not given)	.	.	14
O=C(Nc1nc2ccc(S(=O)(=O)N3CCCC3)cc2s1)C1CCCO1 (stereo not given)	-0.29	-0.49	-50
CCCCCn1c(=O)[nH]c2cc(C(=O)NCCCN3CCCCC3)ccc2c1=O	0.29	-0.19	-27
Cc1cc(N2C(=O)C(O)=C(C(=O)c3ccco3)C2c2cccnc2)no1 (stereo not given)	0.55	-1	.
O=C(Nc1ccc(Cl)cn1)Nc1ccccc1Cl	-0.69	-0.38	0
Cc1c(-c2ccc(Cl)cc2)oc(=O)c2c(N)n(-c3ccccc3)nc12	-0.02	2.9	6
CCN1/C(=C/c2ccc3cc(C)ccc3[n+]2CC)Sc2cc(C)ccc21	.	.	i
O=C(O)COc1ccc(/C=N/Nc2nc(Nc3ccccc3)nc(N3CCCCC3)n2)cc1	.	.	29
Cc1nc2ccc(Br)cn2c(=O)c1Cl	-0.05	-0.05	.
O=[N+]([O-])c1cc(S(=O)(=O)CCCN2CCOCC2)ccc1F	.	.	52
COc1cc(NC(=O)CN2CCC(Cc3ccccc3)CC2)c(C)cc1[N+](=O)[O-]	-0.42	-0.88	7
COc1ccc(OC)c(S(=O)(=O)N2CCC(C(=O)NCc3ccccc3OC)CC2)c1	0.24	0.02	-28
Cc1ccc(NC(=O)c2c(C)nc3ccccn23)cc1C	.	.	-13
c1ccc(-c2nc(NCc3ccco3)c3oc4ccccc4c3n2)cc1	-1	-0.72	-14
COC(=O)c1[nH]c2ccccc2c1NC(=O)CN1CCN(C/C=C/c2ccccc2)CC1	-0.71	-0.75	24
COc1ccc(C(=O)Nc2nc(C)cc(C)n2)cc1[N+](=O)[O-]	0.65	0.66	42
O=C(CN1C(=O)CC(c2ccccc2)Sc2ccccc21)NCC1CCCO1 (stereo not given)	.	.	-64
O=C1NC2(CCCC2)Oc2ccccc21	.	.	-48
Cc1ccc(S(=O)(=O)N=S(CCO)CCO)cc1	0.36	0.54	-14
N#CCCn1cc(/C=N/O)c(-c2ccccc2)n1	1	0.02	-21
CCN1CCN(CC(O)COCCOc2ccc(Br)cc2)CC1 (stereo not given)	6.9*	7*	8
CCC(=O)OCC(=O)Nc1cc(C)c(C)cc1[N+](=O)[O-]	1.7	1.9	.
O=C(NCC1(c2ccccc2)CCCC1)c1ccc(Br)cc1	-0.72	-0.6	-114
CCOC(=O)C1=C(O)/C(=C/c2ccc(CNC(=O)C(=O)Nc3ccc(C)cc3)o2)N=C1C	-0.56	0.3	-19
Cc1cc(C(C)(C)C)ccc1OCCCCN1CCCC1	-0.79	-0.73	-73
CC(C)n1c(CN2CCN(C)CC2)nc2c1c(=O)n(C)c(=O)n2C	.	.	0
Cn1cnnc1SCC(=O)Nc1ccc2nc(SCc3ccccc3)sc2c1	0.64	0.58	3
O=[N+]([O-])c1cc2c(cc1/C=N/n1c(-c3ccccn3)n[nH]c1=S)OCO2	2.2	3.2	-26
C/C(=N\OCC(=O)Nc1ccccc1C(C)(C)C)c1ccc2c(c1)OCCO2	-0.06	0.12	-3
COc1ccc(C(=O)Oc2ccc(/C=N/NC(=O)c3ccccc3OC)cc2[N+](=O)[O-])cc1	0.87	2	-13

Seven entries already listed, sorted by SMILES length, smallest number first:
SMILES	sdo1 growth	sdo1 growth Rescue 24 h	Insulin prom inh
O=C1NC2(CCCC2)Oc2ccccc21	.	.	-48
N#CCCn1cc(/C=N/O)c(-c2ccccc2)n1	1	0.02	-21
Cn1cnnc1SCC(=O)Nc1ccc2nc(SCc3ccccc3)sc2c1	0.64	0.58	3
CC(C)n1c(CN2CCN(C)CC2)nc2c1c(=O)n(C)c(=O)n2C	.	.	0
C/C(=N\OCC(=O)Nc1ccccc1C(C)(C)C)c1ccc2c(c1)OCCO2	-0.06	0.12	-3
O=[N+]([O-])c1cc2c(cc1/C=N/n1c(-c3ccccn3)n[nH]c1=S)OCO2	2.2	3.2	-26
COc1ccc(C(=O)Oc2ccc(/C=N/NC(=O)c3ccccc3OC)cc2[N+](=O)[O-])cc1	0.87	2	-13

Nothing new here: an excerpt of the list.
SMILES	sdo1 growth	sdo1 growth Rescue 24 h	Insulin prom inh
CC(C)n1c(CN2CCN(C)CC2)nc2c1c(=O)n(C)c(=O)n2C	.	.	0
Cn1cnnc1SCC(=O)Nc1ccc2nc(SCc3ccccc3)sc2c1	0.64	0.58	3
O=[N+]([O-])c1cc2c(cc1/C=N/n1c(-c3ccccn3)n[nH]c1=S)OCO2	2.2	3.2	-26
C/C(=N\OCC(=O)Nc1ccccc1C(C)(C)C)c1ccc2c(c1)OCCO2	-0.06	0.12	-3
COc1ccc(C(=O)Oc2ccc(/C=N/NC(=O)c3ccccc3OC)cc2[N+](=O)[O-])cc1	0.87	2	-13

Continued.
SMILES	sdo1 growth	sdo1 growth Rescue 24 h	Insulin prom inh
COc1ccc(Oc2c(C)oc3cc(OC(=O)N4CCOCC4)ccc3c2=O)cc1	0.66	1.4	19
N#Cc1cc([N+](=O)[O-])cnc1N(CCO)CCO	0.07	-1.1	-50
COc1ccc2c(c1OC)C(=O)N1C2SC[C@H]1C(=O)NC1CC(C)(C)NC(C)(C)C1 (stereo not given in full)	0.8	0.12	.
COCCCNC(=O)c1cc(C(=O)c2ccccc2Br)c[nH]1	.	.	45
Brc1ccc(-c2nc(-c3ccccn3)no2)o1	-0.55	-0.32	31
CCOCC(=O)Nc1nnc(C2CCCCC2)s1	-0.38	-0.8	45
COc1ccc(Cl)cc1-n1c(N)c(C(N)=O)sc1=S	0.24	-0.53	43
Cc1cc(C(=O)COC(=O)CC2Sc3ccccc3NC2=O)c(C)n1-c1ccc(Br)cc1 (stereo not given)	-0.74	-0.25	29
CCN(CC(=O)Nc1ccc(S(N)(=O)=O)cc1)S(=O)(=O)c1cc(C)ccc1OC	-0.14	-0.34	62
CC(=O)N1CCN(C(=S)c2ccc([N+](=O)[O-])cc2)CC1	-0.21	-0.25	0
CCc1nc2ccc(C)cc2c(C(=O)Oc2cccc3cccnc23)c1C	-0.97	0.42	66
O=[N+]([O-])c1ccc(-c2ccc(C=Nc3cccc4ccccc34)o2)cc1	0.76	0.46	27
N#Cc1ccccc1Sc1ccccc1C(=O)OCC(=O)NC1CCS(=O)(=O)C1 (stereo not given)	1.1	-0.25	.
CC1(C)CC(=O)c2c(O)cc(OCc3ccc(Br)cc3)cc2O1	-0.59	-0.99	-23
CCn1ncc(C2=NOC(C(=O)Nc3cccc(C(C)=O)c3)C2)c1C (stereo not given)	-0.13	-0.43	.
Cc1ccc(-c2csc(NC(=O)COC(=O)c3cccc(S(=O)(=O)N4CCOCC4)c3)n2)cc1	-0.42	-0.13	0
CCS(=O)(=O)NCCc1csc(-c2ccccc2)n1	0.67	-0.04	7
O=[N+]([O-])c1cc(C(F)(F)F)ccc1-n1nnc2ccccc21	1	0.91	.
